# FadD28 FP inh: inhibitors of Mycobacterium tuberculosis FadD28 bisubstrate binding. inhibition, % at 12.5 µM. AID 588549. 360,000 tested, 0.22% active. FadD28 bisubstrate probe binding, fluorescence polarization; in the data active means inhibition above about 8.5%, passing the limit was not always enough; inconclusive means no clear call, values can overlap the other calls
# PfHsp40 rescue: rescue of PfHsp40-mediated yeast toxicity. S. cerevisiae expressing PfHsp40, growth rescue, ATP luminescence. growth rescue, % at 12.5 µM. 340,000 tested, 0.68% active; in the data active means growth rescue above about 28%, passing the limit was not always enough; inconclusive means no clear call, values can overlap the other calls;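 further: yeast W303a lacking pdr1 and pdr3 grown in galactose medium; growth measured after three days at 30 °C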
# BoNT A protease: inhibitors of Botulinum neurotoxin A light chain protease | multiplex microsphere protease substrate cleavage, flow cytometry | inhibition, % at 10 µM | 360,000 tested, 0.17% active; further: plate controls were buffer without enzyme for full effect and enzyme alone for no effect
# PrPC TRFRET: cell surface PrPC inhibition, primary TR-FRET screen | P04156 | TR-FRET read-out | inhibition, % at 13.8 µM | 370,000 tested, 0.43% active | AID 720596; in the data active means inhibition above about 24%; further: 0% = median of the test wells and 100% = reference compound wells
# Yp Topo-I inh: blocks Yersinia pestis topoisomerase I activity | Y. pestis Topo-I cleavage product accumulation, plate reader | activity, % at 10 µM | 360,000 tested, 0.064% active | AID 504884; in the data active means activity above about 50%, passing the limit was not always enough; inconclusive means no clear call, values can overlap the other calls; further: inactives centre near 2
# Anthrax LF prot: inhibitors of Bacillus anthracis lethal factor protease | multiplex microsphere protease cleavage assay, LF | P15917 | inhibition, % at 10 µM | 360,000 tested, 0.12% active; further: plate controls were buffer without enzyme for full effect and enzyme alone for no effect
# Target sequence (P15917 whole entry, looked up): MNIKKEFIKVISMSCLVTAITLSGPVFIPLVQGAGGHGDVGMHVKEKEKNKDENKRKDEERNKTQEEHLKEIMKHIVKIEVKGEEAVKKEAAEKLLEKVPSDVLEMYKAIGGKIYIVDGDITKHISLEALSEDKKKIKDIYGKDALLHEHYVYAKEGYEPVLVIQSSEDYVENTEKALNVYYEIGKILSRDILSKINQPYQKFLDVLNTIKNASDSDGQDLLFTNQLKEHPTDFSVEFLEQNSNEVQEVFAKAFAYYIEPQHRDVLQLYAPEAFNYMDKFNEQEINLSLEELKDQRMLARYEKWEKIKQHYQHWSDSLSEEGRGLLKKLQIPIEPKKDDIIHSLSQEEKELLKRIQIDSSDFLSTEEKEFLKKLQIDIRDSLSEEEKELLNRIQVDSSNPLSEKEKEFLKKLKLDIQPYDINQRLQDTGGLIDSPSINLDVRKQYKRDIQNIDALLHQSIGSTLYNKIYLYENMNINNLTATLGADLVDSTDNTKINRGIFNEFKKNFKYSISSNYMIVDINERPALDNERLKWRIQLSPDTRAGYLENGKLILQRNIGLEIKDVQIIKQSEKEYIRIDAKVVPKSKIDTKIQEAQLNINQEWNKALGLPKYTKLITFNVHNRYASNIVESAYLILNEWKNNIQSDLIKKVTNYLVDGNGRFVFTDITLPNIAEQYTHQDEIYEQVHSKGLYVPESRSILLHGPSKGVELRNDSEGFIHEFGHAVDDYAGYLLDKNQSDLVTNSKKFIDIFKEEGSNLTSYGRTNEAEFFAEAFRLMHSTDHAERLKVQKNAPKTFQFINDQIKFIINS
# BoNT-F LC inh: blocks Botulinum neurotoxin F light chain protease; Multiplex microsphere protease cleavage assay, flow cytometry; inhibition, % at 10 µM; 360,000 tested, 0.22% active; AID 588497; in the data active means inhibition above about 35%, passing the limit was not always enough; inconclusive means no clear call, values can overlap the other calls; further: plate controls were buffer without enzyme for full effect and enzyme alone for no effect
# CCHF vOTU inh: CCHFV vOTU protease inhibition; inhibition, % at 11.5 µM; Pep-AMC fluorescence; 370,000 tested, 0.55% active; in the data active means inhibition above about 30%; further: 0% = vehicle wells with enzyme and 100% = no enzyme wells
# TcdB inh: blocks C. difficile toxin B glycohydrolase activity | TcdB glycohydrolase enzymatic assay, plate reader | inhibition, % at 9.99 µM | 350,000 tested, 0.24% active; in the data active means inhibition above about 10%
# * hit, by the source's call; ? = inconclusive; · = no result given; & = joins results of further samples. Unless noted, no stated cut-off is given here; in the data, active means inhibition above about 30%; inconclusive means no clear call, values can overlap the other calls; inactive means below that.
SMILES,FadD28 FP inh,PfHsp40 rescue,BoNT A protease,PrPC TRFRET,Yp Topo-I inh,Anthrax LF prot,BoNT-F LC inh,CCHF vOTU inh,TcdB inh
COc1cccc(C(=O)Nc2c(C(N)=O)oc3ccccc23)c1,-2.3,-0.2,0.1,-5,5,4,-4,10,-0.1
Cc1nn(CC(=O)NCCCN2CCCCC2)c(=O)c2cccn12,-0.8,-1.1,-0.6,-13,3,-1,5,25,0.0
O=C(NNC(=O)c1cc2ccccc2[nH]1)OCc1ccccc1,0.8,0.1,-1.1,1,0,-1,2,-4,0.8
N#Cc1ccc(-c2csc(-c3ccno3)n2)cc1,-0.7,·,·,-5,-3,·,·,-2,1.7
CC(=O)NCCNC(=O)c1ccc(CSc2ccc(Cl)cc2)cc1,-0.9,0.3,-1.6,5,-1,0,-13,-1,0.7
O=C(CN(C(=O)Cn1nnc(-c2ccc(F)cc2)n1)c1cccc(F)c1)NC1CCCC1,-1.4,0.4,-0.6,1,10,0,3,24,-4.6
Cc1ccc(CNS(=O)(=O)c2ccc3c(c2)NC(=O)CS3)cc1,0.2,0.1,2.5,0,0,2,6,-10,0.3
COc1ccc(CCn2c(O)c(C=Nc3ccccc3F)c(=O)[nH]c2=O)cc1OC,-1.5,0.3,-7.8,6,-7,-12,?,-4,1.4
CC(=O)c1cccc(OCCN2C(=O)NC(C)(C)C2=O)c1,-1.6,0.1,-0.4,1,5,-1,-5,7,·
CCC(SC1=Nc2ccccc2C2=NC(CC(C)C)C(=O)N12)C(=O)Nc1ccc2c(c1)OCO2 (stereo not given),-3.6,0.9,-0.2,-2,-1,-1,3,-19,·
CCN(CC(=O)Nc1c(F)cccc1F)C(=O)COc1ccc2c(c1)CCC2,-2.3,-0.5,-3.1,7,5,0,5,0,-1.8
CCC(C)n1c(C)cc(C(N)=O)c1C (stereo not given),-0.8,1.8,0.1,2,10,-2,-1,5,-2.1
O=C1C[C@@H]2c3c(cccc3CN1Cc1ccccc1)C[C@@H](O)[C@H]2O,-0.9,2.3,0.1,1,2,-2,0,-11,1.2
Cc1cc(C(=O)OCC(=O)Nc2cccc([N+](=O)[O-])c2)c(C)o1,·,-0.4,-5.0,-4,4,-1,-4,4,-1.6
O=C(NCc1ccco1)C(c1ccccc1)N(C(=O)Cc1cccs1)c1cccnc1 (stereo not given),-1.4,-0.2,0.2,10,2,-2,-2,10,0.2
CC(=O)c1c(C)[nH]c(C(=O)N(C)CC(=O)Nc2ccc(Cl)c(C(F)(F)F)c2)c1C,-3.7,-0.2,-0.5,2,-2,1,1,4,1.0
CC(OC(=O)CNC(=O)c1cccs1)C(=O)Nc1ccc(S(N)(=O)=O)cc1 (stereo not given),-0.8,-0.9,5.3,0,-4,-4,2,-3,0.8
CCOC(=O)c1ccc(NC(=S)N2CCSC2c2c(F)cc(F)cc2F)cc1 (stereo not given),-0.3,13,-1.3,6,1,-2,-12,7,1.0
Cc1cc(NC(=O)CSc2nnc(CNC(=O)c3c(F)cccc3F)o2)no1,-3.6,-1.4,2.5,-6,12,-4,3,12,0.8
COc1ccc2cc(C(=O)N3CCCCCC3)sc(=O)c2c1OC,-3.1,-0.8,1.2,-23,-4,4,-15,11,·
CC(=O)NC(N(C#N)c1nc(Cl)nc(N(C)C)n1)C(Cl)(Cl)Cl (stereo not given),-2.0,11,1.6,6,5,-17,?,-9,1.7
Cc1ccc(CN2CCN(Cc3cnc(C)s3)CC2CCO)o1 (stereo not given),-1.1,-0.2,-0.3,0,5,0,-4,3,-0.9
CSc1ccccc1NC(=O)CN(C)Cc1cccc(Cl)c1,-0.1,0.8,-0.6,-8,31,-1,-5,14,0.2
Cc1ccc(C(=O)O)cc1NC(=O)C1=CSCCO1,-1.2,-1.5,1.3,6,-6,-1,-2,-5,-9.7
O=C(NCc1ccccc1)N1CCOc2ccccc21,-3.7,-1.8,-3.2,-5,-4,-3,?,6,0.5
Cc1ccccc1C(=O)Nc1cccc(NC(=O)c2ncn[nH]2)c1,-4.0,-0.5,0.1,-3,-3,-3,1,-4,0.4
Cc1c(Cc2ccccc2)c(=O)oc2cc(OCC(=O)NCC(O)c3ccccc3)ccc12 (stereo not given),-1.1,0.2,0.7,10,25,1,-1,6,-1.9
O=c1[nH]c2ccccc2c(O)c1Cc1ccccc1,1.2,-0.1,-0.8,5,15,-4,-4,0,-0.5
CCC(C)NS(=O)(=O)c1ccc(S(=O)(=O)N2CC=C(c3ccc(F)cc3)CC2)cc1 (stereo not given),-0.4,3.1,-0.3,15,15,0,0,3,0.2
CN(C)S(=O)(=O)c1ccc(N2CCCC2)c(C(=O)OCC(=O)NC2CCCCC2)c1,0.2,-0.5,1.4,10,27,3,0,11,0.9

# As entered above.
# `CCC(C)NS(=O)(=O)c1ccc(S(=O)(=O)N2CC=C(c3ccc(F)cc3)CC2)cc1` (stereo not given) in CCHF vOTU inh is listed with 3
# `Cc1cc(NC(=O)CSc2nnc(CNC(=O)c3c(F)cccc3F)o2)no1` in BoNT-F LC inh is listed with 3

# Continued.
SMILES,FadD28 FP inh,PfHsp40 rescue,BoNT A protease,PrPC TRFRET,Yp Topo-I inh,Anthrax LF prot,BoNT-F LC inh,CCHF vOTU inh,TcdB inh
CCOC(=O)C1Oc2ccccc2C(c2cccc3ccccc23)=C1C(=O)OC (stereo not given),0.0,0.3,0.3,5,42,-2,-6,0,1.1
Cc1ccc(NC(=O)CN(C)C(=O)COC(=O)c2nccnc2N)cc1,-3.0,5.0,5.0,-1,4,2,3,-65,0.0
COc1ccc(/C=C(/C(=O)Nc2ccccc2C(=O)N2CCCC2)c2ccccc2)cc1,-3.4,2.1,0.1,1,18,0,1,2,1.6
CC(C)c1ccc(NC(=O)CNS(=O)(=O)c2ccc(F)cc2)cc1,0.4,0.5,0.2,23,2,5,-7,24,-0.8
CCO[C@H]1OC(C(N)=O)=C[C@@H](c2csc3ccccc23)[C@@H]1CCCO,-2.6,-0.6,0.6,-3,3,-4,1,-9,1.3&-0.2
Nc1c(N(CCC2=CCCCC2)C(=O)c2ccc([N+](=O)[O-])o2)c(=O)[nH]c(=O)n1Cc1ccccc1,-2.9,-1.9,·,-20,1,·,·,0,1.4
CCn1cc(C(=O)NCCCN2CCC(C)CC2)c(=O)c2cc(S(=O)(=O)N3CCCC3)ccc21,-2.5,0.7,0.1,1,4,3,0,-1,·
CC(C)(C)c1ccc(OCC(O)CN(CCO)CC(O)Cn2ccc3ccccc32)cc1 (stereo not given),-2.7,-0.8,-0.1,3,30,-3,-10,13,1.0
Nc1n[nH]c(-c2ccc(Br)cc2)c1Cl,3.4,-0.3,-1.1,-6,-9,-5,-2,10,·
Cc1nc(-c2ccccc2O)n(-c2ccccc2)n1,-4.8,-0.9,-0.6,-2,-5,6,0,-4,·
CCOC(=O)c1c(/N=C/c2cccc([N+](=O)[O-])c2O)sc(C)c1C,-4.8,-0.1,-0.2,-14,2,-5,-6,6,0.5
Cc1noc(C)c1S(=O)(=O)N(CC(=O)NCc1ccc2c(c1)OCO2)c1ccc(C(C)C)cc1,0.4,-1.4,0.0,7,-2,-4,-5,-3,-0.5
O=C1C(Cl)=C(NCc2cccnc2)C(=O)c2ccccc21,-1.9,-1.2,-1.8,-55,-12,10,?,70*,0.2
CC(=O)c1ccc(N2CCN(CC(=O)Nc3ccccc3N3CCOCC3)CC2)cc1,-1.4,-0.1,-0.3,1,-10,-4,-4,-16,-0.2
CCCC(=O)Nc1ccc(-c2nc3cc(C)c(C)cc3o2)c(O)c1,-1.6,-0.6,0.8,4,-8,-3,-10,1,·
COc1cc(OC)c(C(=O)NNC(=S)NC2CCCCC2)cc1OC,-0.9,-0.4,-1.2,3,-3,-5,1,-10,0.6
CCOc1cc(C(=O)Nc2ccc(N3CCOCC3)cc2)cc(Br)c1OC,0.1,2.6,0.1,4,8,-5,-9,18,0.3
CC(=O)NCC(=O)OCC(=O)c1ccccc1,1.0,-0.8,1.4,-1,3,3,10,-1,-1.0
COc1cc(OC)cc(C(=O)N[C@H](C(=O)OCC(=O)Nc2ccc(F)c(F)c2)C(C)C)c1,-4.3,-1.3,-0.6,4,4,0,-9,21,1.2
Brc1ccc(-c2nnc3sc(CN4CCc5ccccc5C4)cn23)cc1,-2.7,-1.3,-1.4,0,0,5,-4,-11,1.3
COCCCn1c(=O)c2sccc2n(Cc2cccc(F)c2)c1=O,-4.1,1.5,-0.7,-2,-12,-20,0,-6,1.0
COc1ccc(Cc2nnc(SCC(=O)N(C)CC(=O)Nc3ccc(C)cc3)o2)cc1,-5.1,-1.1,-0.3,-1,26,-2,3,7,0.0
COc1ccc(NC(=O)CS(=O)c2cccc(C(F)(F)F)c2)cc1 (stereo not given),-1.0,-2.5,-2.5,1,-11,-4,-9,-6,0.5
COc1ccc(CCN2C(=O)C3C4C=CC(C4)C3C2=O)cc1OC (stereo not given),-1.6,0.5,-0.1,4,4,-1,-3,-13,·
O=c1c2cc(Br)ccc2[nH]c(=S)n1-c1ccccc1,0.3,0.1,-0.3,3,1,8,-2,16,0.1
COc1ccc(CCNC(=O)C2CC3Cn4c(nc5ccccc54)C3N2c2ccccc2)cc1 (stereo not given),-0.9,0.0,-0.1,-5,3,-1,-4,3,0.6
COC(=O)c1c(C)oc2c1cc(NS(=O)(=O)c1ccc(C(=O)O)cc1)c1ccccc12,-15,-0.4,-0.2,-9,-4,-10,1,38*,-0.6
CC(=O)Nc1ccc(S(=O)(=O)N2CCC(C(=O)O)(c3ccccc3)CC2)cc1,-1.9,0.1,-1.2,-3,1,0,0,3,-0.2
Nc1ccc2cc(Br)ccc2c1,0.5,-0.9,1.6,6,7,-5,-18,-7,0.9
CCC(c1nnnn1CCc1ccccc1)N(Cc1ccco1)Cc1cc2cc(C)cc(C)c2[nH]c1=O (stereo not given),-1.6,-0.8,-1.1,10,30,-3,-5,14,·
COc1ccc(N2CCN(CCNC(=O)c3ccc4c(c3)[nH]c(=S)n3c5ccccc5nc43)CC2)cc1,-4.8,-0.7,-0.5,-4,8,-5,3,-16,-0.6
Cc1ccc(S(=O)(=O)N(C)C[C@@H]2Oc3ccc(NC(=O)Cn4cnnn4)cc3C(=O)N([C@@H](C)CO)C[C@H]2C)cc1,-0.5,0.9,-0.2,8,29,0,-8,13,-0.9&0.2

# Of the compounds above, these have an NH in an aromatic ring:
SMILES,FadD28 FP inh,PfHsp40 rescue,BoNT A protease,PrPC TRFRET,Yp Topo-I inh,Anthrax LF prot,BoNT-F LC inh,CCHF vOTU inh,TcdB inh
O=C(NNC(=O)c1cc2ccccc2[nH]1)OCc1ccccc1,0.8,0.1,-1.1,1,0,-1,2,-4,0.8
COc1ccc(CCn2c(O)c(C=Nc3ccccc3F)c(=O)[nH]c2=O)cc1OC,-1.5,0.3,-7.8,6,-7,-12,?,-4,1.4
CC(=O)c1c(C)[nH]c(C(=O)N(C)CC(=O)Nc2ccc(Cl)c(C(F)(F)F)c2)c1C,-3.7,-0.2,-0.5,2,-2,1,1,4,1.0
Cc1ccccc1C(=O)Nc1cccc(NC(=O)c2ncn[nH]2)c1,-4.0,-0.5,0.1,-3,-3,-3,1,-4,0.4
O=c1[nH]c2ccccc2c(O)c1Cc1ccccc1,1.2,-0.1,-0.8,5,15,-4,-4,0,-0.5
Nc1c(N(CCC2=CCCCC2)C(=O)c2ccc([N+](=O)[O-])o2)c(=O)[nH]c(=O)n1Cc1ccccc1,-2.9,-1.9,·,-20,1,·,·,0,1.4
Nc1n[nH]c(-c2ccc(Br)cc2)c1Cl,3.4,-0.3,-1.1,-6,-9,-5,-2,10,·
O=c1c2cc(Br)ccc2[nH]c(=S)n1-c1ccccc1,0.3,0.1,-0.3,3,1,8,-2,16,0.1
CCC(c1nnnn1CCc1ccccc1)N(Cc1ccco1)Cc1cc2cc(C)cc(C)c2[nH]c1=O (stereo not given),-1.6,-0.8,-1.1,10,30,-3,-5,14,·
COc1ccc(N2CCN(CCNC(=O)c3ccc4c(c3)[nH]c(=S)n3c5ccccc5nc43)CC2)cc1,-4.8,-0.7,-0.5,-4,8,-5,3,-16,-0.6
